# Screening data deposited in PubChem by several laboratories.
# TRPC4 agonist – opens the mouse TRPC4 cation channel. Q9QUQ5. HEK293 TRPC4beta/mu-opioid, Fluo4 calcium fluorescence; active compounds read high. B-score at 10 µM. 0.49% of 310,000 active;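 active = B-score above 5 SD of library B-scores, and initial fluorescence ratio not above library mean plus 5 SD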;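 also: positive B-score marks a calcium rise read as TRPC4 activation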
# Target sequence (Q9QUQ5 whole entry, looked up): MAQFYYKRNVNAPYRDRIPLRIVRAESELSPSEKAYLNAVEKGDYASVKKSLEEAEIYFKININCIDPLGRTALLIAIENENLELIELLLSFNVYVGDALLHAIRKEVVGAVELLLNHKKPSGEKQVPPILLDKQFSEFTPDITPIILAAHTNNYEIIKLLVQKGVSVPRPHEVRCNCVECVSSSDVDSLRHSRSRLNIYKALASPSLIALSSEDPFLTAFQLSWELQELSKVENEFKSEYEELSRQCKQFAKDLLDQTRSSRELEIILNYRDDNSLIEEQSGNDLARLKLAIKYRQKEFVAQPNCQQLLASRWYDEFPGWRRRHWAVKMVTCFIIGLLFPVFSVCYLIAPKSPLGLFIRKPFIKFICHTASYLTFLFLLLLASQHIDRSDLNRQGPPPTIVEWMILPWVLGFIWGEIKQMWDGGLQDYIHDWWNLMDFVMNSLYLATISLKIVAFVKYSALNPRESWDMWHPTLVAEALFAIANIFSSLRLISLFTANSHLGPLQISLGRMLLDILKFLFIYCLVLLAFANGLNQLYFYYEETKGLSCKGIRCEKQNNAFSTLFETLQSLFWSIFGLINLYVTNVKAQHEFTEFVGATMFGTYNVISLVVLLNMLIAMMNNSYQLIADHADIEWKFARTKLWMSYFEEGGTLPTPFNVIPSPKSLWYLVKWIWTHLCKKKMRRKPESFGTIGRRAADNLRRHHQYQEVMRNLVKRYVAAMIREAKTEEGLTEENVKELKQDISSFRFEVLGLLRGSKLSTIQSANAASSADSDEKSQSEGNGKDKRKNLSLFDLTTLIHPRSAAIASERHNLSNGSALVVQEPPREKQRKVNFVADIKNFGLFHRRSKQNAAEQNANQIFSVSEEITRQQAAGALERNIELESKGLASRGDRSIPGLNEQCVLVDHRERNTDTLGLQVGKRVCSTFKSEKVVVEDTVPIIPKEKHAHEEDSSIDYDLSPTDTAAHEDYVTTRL
#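 System – HEK293 cells stably co-expressing mouse TRPC4beta and mu-opioid receptor · Signal – Fluo4 calcium-sensitive dye fluorescence, kinetic, 1 Hz baseline · Benchmarks – buffer (low) and maximal DAMGO (high) · Read-out – B score of integrated fluorescence ratio per well · Incubation – dye loading 45 min room temperature, 110 s kinetic read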
# KCNQ1 inh – inhibitors of human KCNQ1 potassium channel; P51787; CHO-K1 KCNQ1, FluxOR thallium flux fluorescence; active compounds read high; B-score at 10 µM; 1.3% of 310,000 active; AID 2642;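 active = compounds whose thallium flux B-score, printed positive for inhibition, exceeds three library SD while starting fluorescence stays within three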;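 also: channel opened by potassium depolarization with thallium stimulus after 20 min compound exposure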
# KCNK9 block – human KCNK9 channel inhibition; Q9NPC2; B-score at 10 µM; AID 488922; HEK293 KCNK9, FluxOR thallium flux fluorescence; active compounds read low; 1.2% of 310,000 active;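 active = ratio B-score over 3 SD below the library mean, with starting fluorescence within 5 SD of its mean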;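 also: negative B-score means less thallium flux so channel inhibition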
# hERG protect – compounds protecting human hERG from proarrhythmic drug block | Q12809 | CHO-hERG, FluxOR thallium flux, dofetilide IC70 present | activation (rescue from dofetilide block), less the hit threshold, % at 10 µM | 0.51% of 310,000 active | AID 1511;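 active = activation above the mean of controls blocked by dofetilide plus 5 SD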;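 also: thallium influx through hERG after potassium depolarization seen as dye fluorescence rise; in these data hits start at about 4.7%; inactives centre near -7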
# TMEM16A inh – blocks the mouse calcium-activated chloride channel TMEM16A | AID 588511 | 1.2% of 310,000 active | HEK293 TMEM16A/YFP iodide influx fluorescence, ionomycin | normalized B-score (activity score, 25-100; higher = stronger inhibition) at 10 µM;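 active = ratio plate-corrected score three or more library SD toward inhibition, starting fluorescence score within five deviations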;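 also: score derived from kinetic fluorescence span divided by baseline fluorescence per well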
# Dyrk1A ADPGlo – Dyrk1A (rat) kinase inhibition; Q63470; inhibition, % at 12.5 µM; AID 504441; ADP-Glo luminescence, NFATc1 peptide; 0.43% of 310,000 active; in the data active = inhibition above about 50%;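 also: plate controls were vehicle with enzyme for no effect and no enzyme for full effect; many of its hits are not listed in these tables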
# ANO1 activ – activators or potentiators of mouse TMEM16A chloride channel; Q8BHY3; HEK293 TMEM16A/YFP-H148Q/I152L, iodide quench fluorescence; active compounds read low; B-score at 10 µM; 0.3% of 340,000 active;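 active = fluorescence-ratio B-score plate-corrected deviation score at least 3 library SD below zero, with starting fluorescence score within 5 deviations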;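 also: channel opened by trigger with iodide after compound preincubation; score built on the fluorescence ratio of max minus min over baseline; more negative score means more quench and so TMEM16A activation or potentiation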
# KCNQ1 pot – human KCNQ1 channel potentiation or activation; B-score at 10 µM; P51787; CHO-K1 KCNQ1, thallium flux FluxOR fluorescence; active compounds read high; 0.35% of 310,000 active; AID 2648;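 active = fluorescence ratio B-score, a plate-corrected score, at least three library SD, with initial intensity B-score within 5 SD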
#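 Medium – assay buffer, equal DMSO in all wells · Material – CHO-K1 cell line with stable KCNQ1 potassium channel expression · Signal – kinetic FluxOR thallium fluorescence, 10-s 1-Hz baseline, 110-s post-stimulus read · Compound – single concentration per compound, DMSO matched to controls · Schedule – 37 °C overnight plating, 90-min dark dye load, 20-min compound pretreatment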
# KCNK3 inh – human KCNK3 channel inhibition, primary screen; B-score at 10 µM; CHO-KCNK3 thallium flux, FluxOR fluorescence; active compounds read low; 0.84% of 340,000 active;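 active = B-score under library mean minus 4 SD, starting fluorescence ratio at most library mean plus 5 SD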;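 also: more negative B-score means stronger inhibition of thallium flux through KCNK3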
# TRPC4 PAM – TRPC4 (mouse) allosteric potentiation | 0.42% of 310,000 active | B-score at 10 µM | Q9QUQ5 | HEK293 TRPC4beta/mu-opioid, DAMGO EC20, Fluo-4 Ca2+ flux; active compounds read high;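 active = B-score of calcium response area above 5 SD of library B-scores, with initial fluorescence ratio within 5 SD of library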;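 also: B-score of integrated fluorescence ratio over time as area under calcium response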
# HDAC3 inh – blocks human histone deacetylase 3; O15379; recombinant HDAC3, fluorogenic peptide/trypsin coupled, fluorescence; inhibition, % at 8.3 µM; 0.15% of 320,000 active; AID 2718; in the data active = inhibition above about 26%, passing the limit was not always enough; inconclusive = no clear call, values can overlap the other calls
# * hit, by the source's call; i = inactive; ? = inconclusive; / = not tested or not shown.
SMILES	TRPC4 agonist	KCNQ1 inh	KCNK9 block	hERG protect	TMEM16A inh	Dyrk1A ADPGlo	ANO1 activ	KCNQ1 pot	KCNK3 inh	TRPC4 PAM	HDAC3 inh
COCCNC(=O)CN1C(=O)COc2ccc(S(=O)(=O)N3CC(C)CC(C)C3)cc21 (configuration not stated)	i	i	i	-5	i	0	i	i	i	i	4
CSCC[C@H](NC(=O)Nc1ccc(OC(F)(F)F)cc1)C(=O)O	i	i	i	-10	i	1	i	i	i	i	/
Cc1ccccc1NC(=O)C(NC1CCCCC1)C(C)C (configuration not stated)	i	i	i	-20	i	6	i	i	i	i	1
COc1cccc(COC(=O)C2CCN(C(=O)c3ccccc3C)CC2)c1OC	i	i	i	-2	i	0	i	i	i	i	-6
Cc1cc(C)c(C#N)c(SCc2[nH]nc3c2C(c2ccccc2)C(C#N)=C(N)O3)n1 (configuration not stated)	i	i	i	-6	i	3	i	i	i	i	-6
CCCN1CCN(C(=O)c2oc3ccccc3c2NC(=O)C2CC2)CC1	i	i	i	-6	i	-1	i	i	i	i	4
Cc1ccccc1NC(=O)Cc1nc(COC(=O)c2cccc(C)c2O)cs1	i	i	i	-10	i	/	i	i	i	i	-2
CC1CCCCN1Cc1ccc(N(C)C)cc1 (configuration not stated)	i	i	i	0	i	-2	i	i	i	i	-1
Cc1cccc(OCCCC(=O)Nc2ccccc2C(F)(F)F)c1	i	i	i	-5	i	3	i	i	i	i	3
COc1ccc(CCN(Cc2nc3ccccc3c(=O)[nH]2)C(=O)c2ccco2)cc1OC	i	i	i	-8	i	-9	i	i	i	i	-1
CN(CC(=O)Nc1ccccc1Cl)C(=O)c1cccc(-n2cccc2)c1	i	i	i	-12	i	9	i	i	i	i	0
COc1ccc(OCC(O)CN2C(=O)c3ccccc3C2=O)cc1 (configuration not stated)	i	i	i	-4	i	1	i	i	i	i	2
O=C(c1ccc(Cl)cc1)N1CCC(c2nc(-c3cccs3)no2)CC1	i	i	i	-10	i	4	i	i	i	i	4
Nc1ccc(C(=O)N/N=C\c2cc(N=Nc3cccc4ccccc34)ccc2O)cc1	i	i	i	-16	i	-7	i	i	i	i	-3
O=C(O)CCSc1nnc(COc2ccc(Cl)cc2)n1-c1ccccc1	i	i	i	-15	i	11	i	i	i	i	6
CCN(c1ccc(OC)cc1)S(=O)(=O)N1CCCC(C(=O)NCc2ccccc2Br)C1 (configuration not stated)	i	i	i	-5	i	1	i	i	i	i	6
O=C(CSc1nnc(-c2ccccc2Cl)o1)N1CCCCC1	i	i	i	-7	i	12	i	i	i	i	5
CCOP(=O)(OCC)C(Nc1cccc([N+](=O)[O-])c1)c1ccc(N(C)C)cc1 (configuration not stated)	i	i	i	-12	i	/	i	i	i	i	0
COC(=O)C1=C(C)N(c2ccc(Cl)cc2)/C(=C/c2ccc(O)cc2)C1=O	i	i	i	-1	i	0	i	i	i	i	-3
COc1ccccc1CNC(=O)c1c(-c2ccccc2Cl)noc1C	i	i	i	-16	i	-5	i	i	i	i	?
CCCc1c(OCCCCc2nn[nH]n2)ccc(C(C)=O)c1O	i	i	i	-6	i	-1	i	i	i	i	8
Cc1nc(N)sc1C(=O)N/N=C/c1cccnc1	i	i	i	-5	i	0	i	i	i	i	5
CC(=O)N/C(=C\c1ccccc1)C(=O)OCC(=O)c1c(N)n(CC(C)C)c(=O)n(C)c1=O	i	i	i	-16	i	4	i	i	i	i	0
O=C(Cc1ccccc1)NCC(=O)OCC(=O)c1ccccc1Cl	i	i	i	-3	i	-8	i	i	i	i	2
Cc1noc(N)c1C(=O)Nc1ccc(F)c(Cl)c1	i	i	i	-4	i	3	i	i	i	i	-2
CCOc1ccc(/C=C(\C#N)C(=O)NC2CC2)c(OCC)c1	i	i	i	-6	i	2	i	i	i	i	-1
O=S(=O)(Nc1ccc(Br)cn1)c1ccc2ccccc2c1	i	i	i	-7	i	11	i	i	i	i	-2
CCC(C)Nc1nc(-c2ccc3c(c2)NC(=O)CO3)cs1 (configuration not stated)	i	i	i	-8	i	7	i	i	i	i	14
CC(=O)c1ccc(Nc2c3c(c(C#N)c4nc5ccccc5n24)CCC3)cc1	i	i	i	-6	i	/	/	i	/	i	2
O=C(NC1CCCC1)C(c1ccncc1)N(C(=O)Cn1nnc(-c2ccccc2F)n1)c1cccc(F)c1 (configuration not stated)	i	i	i	-5	i	1	i	i	i	i	3
Fc1c(F)c(F)c(N=Cc2ccc3ncccc3c2)c(F)c1F	i	i	i	-6	i	-1	i	i	i	i	-1
CC12CCC(=O)N1C(C(=O)N1CCN(S(=O)(=O)c3cccc(C(F)(F)F)c3)CC1)CS2 (configuration not stated)	i	i	i	-3	i	/	i	i	i	i	/
CC(C)NC(=O)COc1ccccc1C#N	i	i	i	-5	i	-3	i	i	i	i	-2
CC(C)N(Cc1ccccc1)CC(O)COc1ccc(S(=O)(=O)N2CCOCC2)cc1Cl (configuration not stated)	i	i	i	-1	i	0	i	i	i	i	-1
CC[C@@H](C)[C@H](NC(=O)Cc1c(C)c2c(cc(C)c3c(C)c(C)oc32)oc1=O)C(=O)O	i	i	i	-11	i	1	i	i	i	i	-18
CSc1cccc(NC(=S)NN(C)C)c1	i	i	i	-4	i	/	i	i	i	i	-5
COc1ccc(CCNC(=O)CN2c3cccc4cccc(c34)S2(=O)=O)cc1OC	i	i	i	-7	i	-9	i	i	i	i	-3
CCOc1ccccc1CNC(=O)Cn1ccc2cc(S(=O)(=O)N3CCCC3)ccc21	i	i	i	-7	i	-1	i	i	i	i	-2
COC(=O)C1=C(C)N(c2ccc(F)cc2)C(=O)C1	i	i	i	-4	i	2	i	i	i	i	4
CCN(CC)C(=O)COc1coc(CN2CCN(c3cccc(Cl)c3)CC2)cc1=O	i	i	i	-4	i	7	i	i	i	i	-4
COc1ccc(N2CCN(Cc3csc(C)c3-c3ccc(C)cc3)CC2)cc1	i	i	i	-3	i	-1	i	i	i	i	-2
Cc1ccc(NC(=O)CNCc2ccccc2)c(Br)c1	i	i	i	-23	i	1	i	i	i	i	1
Cc1cc(C(=O)NCc2cc(C(=O)O)oc2C)c(C)o1	i	i	i	-9	i	2	i	i	i	i	2
O=S(=O)(Nc1cccc2ccccc12)N1CCCC1	i	i	i	-10	i	-6	i	i	i	i	-16
Cc1ccc(S(=O)(=O)N2N=C3CCCCC3C2(O)C(F)(F)F)cc1 (configuration not stated)	i	i	i	1	i	1	i	i	i	i	1
CN(C)c1oc(-c2ccco2)nc1C#N	i	i	i	-10	i	4	i	i	i	i	-83
O=C(NC1CCCc2ccccc21)c1cccc(Br)c1 (configuration not stated)	i	i	i	-6	i	-4	i	i	i	i	1
COc1ccc(CCn2c(N3CCN(C)CC3)nc3c2c(=O)[nH]c(=O)n3C)cc1	i	i	i	-4	i	1	i	i	i	i	1

# Molecules listed so far that have an NH in an aromatic ring, in the order listed:
SMILES	TRPC4 agonist	KCNQ1 inh	KCNK9 block	hERG protect	TMEM16A inh	Dyrk1A ADPGlo	ANO1 activ	KCNQ1 pot	KCNK3 inh	TRPC4 PAM	HDAC3 inh
Cc1cc(C)c(C#N)c(SCc2[nH]nc3c2C(c2ccccc2)C(C#N)=C(N)O3)n1 (configuration not stated)	i	i	i	-6	i	3	i	i	i	i	-6
COc1ccc(CCN(Cc2nc3ccccc3c(=O)[nH]2)C(=O)c2ccco2)cc1OC	i	i	i	-8	i	-9	i	i	i	i	-1
CCCc1c(OCCCCc2nn[nH]n2)ccc(C(C)=O)c1O	i	i	i	-6	i	-1	i	i	i	i	8
COc1ccc(CCn2c(N3CCN(C)CC3)nc3c2c(=O)[nH]c(=O)n3C)cc1	i	i	i	-4	i	1	i	i	i	i	1

# Remaining list, next part.
SMILES	TRPC4 agonist	KCNQ1 inh	KCNK9 block	hERG protect	TMEM16A inh	Dyrk1A ADPGlo	ANO1 activ	KCNQ1 pot	KCNK3 inh	TRPC4 PAM	HDAC3 inh
C#CCSc1nnc(-c2ccccc2)c(=O)[nH]1	i	i	i	-1	i	-6	i	i	i	i	5
COc1ccc(C2=NOC(COC(=O)c3ccc4ccccc4n3)C2)cc1 (configuration not stated)	i	i	i	-3	i	-4	i	i	i	i	3
COc1ccc(C(N)=O)cc1NC(=O)CC(O)(C(F)(F)F)C(F)(F)F	i	i	i	-5	i	5	i	i	i	i	5
COc1ccc(CNC(=O)Cc2csc(Nc3nc(=S)[nH]c4ccccc34)n2)cc1	i	i	i	-17	i	15	i	i	i	i	0
C/C(=N\N1CCN(C2c3ccccc3-c3ccccc32)CC1)c1cccnc1	i	i	i	-6	i	6	i	i	i	i	13
Cc1ccc(C)c(NC(=S)NCc2cccn2C)c1	i	i	i	-12	i	/	/	i	/	i	-3
CC(C)c1nnc(NC(=O)C2CC(=O)N(CCc3ccc(F)cc3)C2)s1 (configuration not stated)	i	i	i	-5	i	-2	i	i	i	i	-2
COc1ccc(OCC(=O)NCc2cccnc2)cc1	i	i	i	0	i	1	i	i	i	i	-4
Cc1nn(C)c(C)c1NS(=O)(=O)c1ccc(OC(F)(F)F)cc1	i	i	i	-8	i	6	i	i	i	i	-1
CC(C)(C)N1C(=O)[C@H]2[C@@H](c3ccc(Br)cc3)N3C(=O)N(c4ccccc4)C(=O)[C@@]3(C)[C@H]2C1=O	i	i	i	-4	i	2	i	i	i	i	?
Cc1nn(CC(=O)NCCCN2CCN(C)CC2)c(=O)c2cc(-c3ccccc3)nn12	i	i	i	-7	i	-4	i	i	i	i	3
CN(C)CCn1c(=S)[nH]c2ccccc2c1=O	i	i	i	-10	i	-9	i	i	i	11*	3
Cc1cccc(C2NC(c3cccc(C)c3)C([N+](=O)[O-])C(C)(C)C2[N+](=O)[O-])c1 (configuration not stated)	i	i	i	-1	i	-2	i	i	i	i	-1
COc1ccc(Cl)cc1NC(=O)c1nnn(CC(=O)Nc2ccc(C)c(C)c2)c1N	i	i	i	-10	i	5	i	i	i	i	-12
O=C1NC[C@H](CC2CCCCC2)N(CCc2cccc(F)c2)C1=O	i	i	i	-8	i	5	i	i	i	i	-10
O=C(COc1ccc(Cl)cc1)NCc1nnc(SCC(=O)NC2CCCC2)o1	i	i	i	-6	i	-5	i	i	i	i	-2

# Only part of the results is shown. The share of hits here may be higher or lower than overall.
